Bioassay records: PubChem, several laboratories
GSK3beta inhib = inhibitors of human GSK3beta kinase. P49841. GST-GSK3beta kinase, ADP-Glo luminescence, 60 min; hits give low values. activity score (negative = inhibition), % at 10 µM. 0.038% of 300,000 active. AID 2097;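 active means more than half of replicate wells score below -50%, meaning over 50% inhibition versus plate controls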;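 further: 0% = median DMSO wells and -100% = median GW8510 positive control wells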
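Assay system: GST-fused GSK3beta enzyme, cell-free / Medium: Tris pH 7.5 buffer with MgCl2, DTT, BSA, heparin / Also added: peptide substrate plus 25 µM ATP (final) / Compound: 10 µM single point / Timing: kinase reaction with compound 60 min at room temperature / Detection: ADP-Glo luminescence / Benchmarks: DMSO neutral wells and GW8510 at 20 µM as positive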
GSK3 alpha inh = human GSK-3 alpha kinase inhibition. inhibition, % at 10 µM. ADP-Glo luminescence, 60 min. AID 2650. 0.1% of 320,000 active. P49840;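 in the data active means inhibition above about 50%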;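 further: GST-tagged GSK-3 alpha with peptide substrate and 25 µM ATP; 0% = DMSO neutral wells and 100% = GW8510 positive control wells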
PolyA inhibitor = blocks polyadenylation in yeast reporter cells; S. cerevisiae SKY197-pL101 polyadenylation reporter, beta-gal luminescence; efflux-impaired pdr1/pdr3 knockout yeast; score 100 = 6 SD above DMSO; calls only at 12 µM; 0.02% of 300,000 active; AID 1875;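 active means lowest replicate activity score at least 50, where 100 means six control SD above control mean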;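 further: yeast exposed to compound for 9 h at 30 °C; higher score means more reporter readthrough which indicates perturbed polyadenylation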
RGS4 act = RGS4 potentiation or activation. HEK293 M3R/inducible RGS4, carbachol calcium flux Fluo4; hits give low values. B-score at 10 µM. 0.92% of 310,000 active;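 active means B-score of the integrated calcium signal more than 4 SD below the library mean, with starting fluorescence not abnormally high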;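 further: negative B-score means reduced calcium response which marks RGS4 activation or potentiation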
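Detection: kinetic calcium fluorescence imaging with Fluo4-AM dye, 2 µM / Material: HEK293 cells with stable M3R and inducible RGS4 / Schedule: recording 10 s baseline at 1 Hz, 100 s post-agonist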
KCNK9 inh = blocks the human KCNK9 two-pore domain potassium channel. B-score at 10 µM. 1.2% of 310,000 active. HEK293 KCNK9, FluxOR thallium flux fluorescence; hits give low values. Q9NPC2;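 active means ratio B-score over 3 SD below the library mean, with starting fluorescence within 5 SD of its mean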;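 further: negative B-score means less thallium flux so channel inhibition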
Target sequence (Q9NPC2 whole entry, looked up, the tested form may be a part): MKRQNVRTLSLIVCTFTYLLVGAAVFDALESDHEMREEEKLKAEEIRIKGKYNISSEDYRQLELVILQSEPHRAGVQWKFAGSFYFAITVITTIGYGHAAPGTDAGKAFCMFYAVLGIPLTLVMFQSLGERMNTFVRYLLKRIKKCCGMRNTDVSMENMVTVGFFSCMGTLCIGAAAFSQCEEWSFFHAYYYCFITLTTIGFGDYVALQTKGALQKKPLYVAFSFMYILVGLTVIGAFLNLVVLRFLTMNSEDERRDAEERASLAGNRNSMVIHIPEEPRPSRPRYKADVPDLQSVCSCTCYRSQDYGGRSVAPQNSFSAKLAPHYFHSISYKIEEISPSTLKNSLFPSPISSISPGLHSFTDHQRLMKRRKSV
KCNK3 inh = human KCNK3 channel inhibition, primary screen | B-score at 10 µM | 0.84% of 340,000 active | CHO-KCNK3 thallium flux, FluxOR fluorescence; hits give low values | O14649 | AID 602410;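 active means B-score under library mean minus 4 SD, starting fluorescence ratio at most library mean plus 5 SD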;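 further: more negative B-score means stronger inhibition of thallium flux through KCNK3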
Target sequence (O14649 whole entry, looked up): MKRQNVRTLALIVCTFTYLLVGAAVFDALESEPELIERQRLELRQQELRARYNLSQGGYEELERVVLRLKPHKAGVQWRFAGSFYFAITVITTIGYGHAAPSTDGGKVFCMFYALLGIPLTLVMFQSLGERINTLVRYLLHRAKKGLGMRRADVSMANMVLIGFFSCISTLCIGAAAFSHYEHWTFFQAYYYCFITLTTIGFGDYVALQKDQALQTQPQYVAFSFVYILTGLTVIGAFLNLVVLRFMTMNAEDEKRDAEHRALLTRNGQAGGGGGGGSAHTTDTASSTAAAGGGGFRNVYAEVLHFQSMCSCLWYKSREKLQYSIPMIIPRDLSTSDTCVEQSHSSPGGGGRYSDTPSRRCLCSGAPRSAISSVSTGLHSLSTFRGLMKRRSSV
Dyrk1A ADPGlo = inhibitors of rat Dyrk1A kinase; Q63470; ADP-Glo luminescence, NFATc1 peptide; inhibition, % at 12.5 µM; 0.43% of 310,000 active; AID 504441; in the data active means inhibition above about 50%;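 further: plate controls were vehicle with enzyme for no effect and no enzyme for full effect; many of its hits are not listed in these tables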
hERG protect = shields human hERG channel from block by proarrhythmic agents; 0.51% of 310,000 active; activation (rescue from dofetilide block), less the hit threshold, % at 10 µM; AID 1511; Q12809; CHO-hERG, FluxOR thallium flux, dofetilide IC70 present;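 active means activation above the mean of controls blocked by dofetilide plus 5 SD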;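 further: thallium influx through hERG after potassium depolarization seen as dye fluorescence rise; in these data hits start at about 4.7%; inactives centre near -7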
KCNQ1 pot = potentiates or activates the human KCNQ1 potassium channel. AID 2648. 0.35% of 310,000 active. CHO-K1 KCNQ1, thallium flux FluxOR fluorescence; hits give high values. B-score at 10 µM;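 active means fluorescence ratio B-score, a plate-corrected score, at least three library SD, with initial intensity B-score within 5 SD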
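Test system: CHO-K1 cells stably expressing KCNQ1 / Medium: assay buffer / Also added: depolarizing K+/Tl+ stimulus, K2SO4 and Tl2SO4 each 12.5 mM in 5x stock / Incubation: 90 min dye loading and 20 min compound exposure, both at room temperature / Signal: thallium influx via FluxOR fluorescence, kinetic imaging / Evaluation: B score of baseline-normalized fluorescence ratio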
HDAC3 inhib = human HDAC3 inhibition; O15379; recombinant HDAC3, fluorogenic peptide/trypsin coupled, fluorescence; inhibition, % at 8.3 µM; 0.15% of 320,000 active; AID 2718; in the data active means inhibition above about 26%, passing the limit was not always enough
KCNQ1 inh = human KCNQ1 channel inhibition; P51787; CHO-K1 KCNQ1, FluxOR thallium flux fluorescence; hits give high values; B-score at 10 µM; 1.3% of 310,000 active; AID 2642;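 active means compounds whose thallium flux B-score, printed positive for inhibition, exceeds three library SD while starting fluorescence stays within three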;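 further: channel opened by potassium depolarization with thallium stimulus after 20 min compound exposure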
* marks the source's active call; other numbers are inactive results; i = inactive; · = no result given.

Below each SMILES – GSK3beta inhib, GSK3 alpha inh, PolyA inhibitor, RGS4 act, KCNK9 inh, KCNK3 inh, Dyrk1A ADPGlo, hERG protect, KCNQ1 pot, HDAC3 inhib, KCNQ1 inh
> Cc1ccc(C(=O)N2CCC(C)CC2)cc1C
  2, 2, i, i, i, i, -33, -1, i, -2, i
> Nc1ccc(C(O)(C(F)(F)F)C(F)(F)F)cc1
  1, -2, i, i, i, i, 4, -5, i, -2, i
> O=c1ccnc(SCc2ccccc2Cl)[nH]1
  3, -1, i, i, i, i, 6, -17, i, -3, i
> O=C(NC12CC3CC(CC(C3)C1)C2)N1CCCC(CO)C1 (centres undefined)
  1, -3, i, i, i, i, 2, -9, i, -3, i
> COc1ccc(C2C=C(c3ccc(Br)cc3)Nc3nc(NS(C)(=O)=O)nn32)cc1 (centres undefined)
  6, -5, i, i, i, ·, ·, -20, i, -4, i
> O=C(Nc1ccc(Nc2ccccc2)cc1)c1ccc(Cl)c([N+](=O)[O-])c1
  2, -2, i, i, i, -11*, -4, -7, i, 1, i
> COc1ccc(N(CC(=O)NCCSCc2ccc(C)cc2)S(=O)(=O)c2ccccc2)cc1
  -2, 2, i, i, i, i, -1, -7, i, -3, i
> COc1ccc(Br)cc1CSC(=N)N
  0, 1, i, i, i, i, -2, -9, i, 1, i
> CCCCNc1c([N+](=O)[O-])ncn1C
  -4, 1, i, i, i, i, ·, -9, i, -3, i
> O=C(O)c1cccc(N/N=C/c2cc(Br)cc(Br)c2O)c1
  3, 0, i, i, i, i, -4, -4, i, -1, i
> CCN(CC(=O)Nc1ccc(NC(C)=O)cc1)C(=O)CCCOc1cccc(C)c1
  3, 2, i, i, i, i, 5, -16, i, 1, i
> CC(C)CCC(C(=O)NC(C)c1ccccc1)C(=O)NC(C)c1ccccc1 (centres undefined)
  -4, -1, i, i, i, i, -2, -9, i, -3, i
> CS(=O)(=O)N1CCN(C(=O)c2ccc(F)cc2)CC1
  0, -1, i, i, i, i, -6, -6, i, -3, i
> CSc1nc2sc3c(c2c(=O)[nH]1)CCC3
  0, -1, i, i, i, i, -7, -2, i, ·, i
> CCCCc1cc(=O)oc2cc(C)cc(OC(C)C(=O)NCc3cccnc3)c12 (centres undefined)
  -5, -1, i, i, i, i, -7, -14, i, -3, i
> O=[N+]([O-])c1ccc(Cl)c(S(=O)(=O)Nc2ccc(S(=O)(=O)N3CCOCC3)cc2)c1
  -1, -4, i, i, i, i, -1, -7, i, 3, i
> N#Cc1c(-c2ccco2)cc(-c2cccnc2)nc1N
  3, 9, i, i, i, i, 7, -9, i, -43, i
> C=CCCC(=O)N1CCCC(Cc2cccc(Cl)c2)(C(=O)OCC)C1 (centres undefined)
  1, 0, i, i, i, i, 7, -7, i, 4, i
> COc1ccc(OCC(O)CNC(=O)c2sccc2Cl)cc1 (centres undefined)
  2, -3, i, i, i, i, -1, -1, i, 7, i
> COc1ccc(/C=C/C(=O)OC2CCCCC2CN(C)C)cc1 (centres undefined)
  3, 0, i, i, i, i, -5, -15, i, 5, i
> CSc1ccc(S(=O)(=O)Nc2ccc(F)cc2)cc1
  3, -1, i, i, i, i, 10, -6, i, -11, i
> Cc1nc(N)sc1N=Nc1ccc(F)cc1
  2, 6, i, i, i, i, 2, -6, i, 5, i
> COc1cc(C2C(C(=O)c3cccs3)=C(O)C(=O)N2c2cc(C)on2)ccc1O (centres undefined)
  0, 1, i, i, i, i, 19, -9, i, 5, i
> Oc1ccc(Cl)cc1N=Nc1ccccc1
  0, -3, i, i, i, i, 3, -3, i, -1, i
> Cc1ccccc1-n1c(SC(C)C(N)=O)nnc1-c1cccnc1 (centres undefined)
  -1, 0, i, i, i, i, -5, -6, i, -2, i
> Cc1cccc(OCCNC(=O)c2cc(-n3cnnc3)ccc2Cl)c1
  -2, 1, i, i, i, i, -4, -1, i, -1, i
> CCOC(=O)C1CCCN(C(=O)CSc2nc(C)cc(C)n2)C1 (centres undefined)
  1, 1, i, i, i, i, -1, -8, i, 2, i
> Cc1cc(C(=O)NNc2c(Cl)cccc2Cl)no1
  -1, -4, i, i, i, i, 0, -9, i, -1, i
> CCOC(=O)/C(N=Nc1ccc2c(c1)OCO2)=C(\C)O
  -2, 1, ·, i, i, i, -21, -16, i, 4, i
> O=C1Nc2c(ccc(Cl)c2Cl)C(=O)C1(F)c1ccccc1 (centres undefined)
  1, 2, i, i, i, i, ·, 0, i, 4, i
> Cc1cccc(OCc2nnc(SCC(=O)Nc3ccc(C)c(Cl)c3)o2)c1
  2, -5, i, i, i, i, 10, -5, i, ·, i
> O=C1CCC(C(=O)Nc2ccccc2N2CCOCC2)=NN1
  -5, 15, i, i, i, i, ·, -8, i, -2, i
> O=C(Nc1ccc(Cl)c(C(F)(F)F)c1)NC1CC2CCCC(C1)N2Cc1ccccc1 (centres undefined)
  -2, -1, i, i, i, ·, ·, -30, i, 4, 13*
> COc1ccc(-c2ccc(C)cc2)cc1[C@H]1[C@H]2C=CC[C@@H](C)[C@@H]2C(=O)N1Cc1ccccc1
  3, -4, i, i, i, i, 1, -18, i, 7, i
> Cc1ccc(NC(=O)CC(=O)Nc2ccc(C)cc2)cc1
  1, -4, i, i, i, i, 0, -6, i, 2, i
> COc1cc(/C=N/NC(=S)NCCN2CCOCC2)cc(OC)c1OC
  0, 5, i, i, i, i, -3, -1, i, 6, i
> Cc1cc(C)c(S(=O)(=O)N2CCN(C(=O)N3CCOCC3)CC2)c(C)c1
  0, -2, i, i, i, i, 1, -11, i, 7, i
> N#CC1=C(N)Oc2[nH]c(=S)[nH]c(=O)c2C12C(=O)Nc1ccccc12 (centres undefined)
  1, -3, ·, i, i, i, -5, -10, i, 7, i
> Clc1cccc(-c2ccc(CNCCCN3CCOCC3)o2)c1
  -4, 2, i, i, i, i, 0, -15, i, 0, i
> COC(=O)COc1ccc(NC(=O)C(c2ccccc2)c2ccccc2)cc1
  0, -1, i, i, i, i, -2, -5, i, -3, i
> CC(=O)c1ccc(-n2nnnc2SCC(=O)Nc2cccc(NC(=O)c3ccco3)c2)cc1
  3, 3, i, i, i, i, 5, -8, i, -1, i
> Cc1ccc(NC(=O)c2cc(NC(=O)c3ccco3)ccc2N2CCOCC2)cc1
  2, 0, i, i, i, i, 5, -11, i, 6, i
> O=C(NCCc1ccccc1)c1oc2ccccc2c1COc1ccccc1
  2, 5, ·, i, i, i, 3, -14, i, -7, 6*
> CC(=O)NNC(=O)c1[nH]c2ccc(Cl)cc2c1-c1ccccc1
  -2, 6, i, i, i, i, ·, -1, i, 6, i
> C#CCN(C(=O)c1cc(COc2cccc(C(F)(F)F)c2)on1)C1CCCCC1
  2, -3, i, i, i, i, -3, -11, i, 1, i
> CC(C)(C)NC(=O)N1CCN(c2ncccc2C(F)(F)F)CC1
  0, -1, i, i, i, i, 0, -9, i, -7, i
> O=S(=O)(NCCOc1ccccc1)c1ccc2ccccc2c1
  0, -3, i, i, i, i, -6, -2, i, -6, i
> c1ccc(CNc2ccccn2)cc1
  3, -1, i, i, i, i, ·, -2, i, 2, i
> CCN(CC(=O)Nc1c(F)cccc1F)C(=O)c1ccc(-n2cncn2)c([N+](=O)[O-])c1
  0, 1, i, i, i, i, -3, -9, i, -1, i
> Cc1oc2cc3oc(=O)ccc3cc2c1C
  -1, -1, i, i, i, i, 5, 1, i, 1, i

Remaining list, next part.
Below each SMILES – GSK3beta inhib, GSK3 alpha inh, PolyA inhibitor, RGS4 act, KCNK9 inh, KCNK3 inh, Dyrk1A ADPGlo, hERG protect, KCNQ1 pot, HDAC3 inhib, KCNQ1 inh
> CC(C)[C@H](NC(=O)CCCn1nnc2ccccc2c1=O)C(=O)O
  0, -2, i, i, i, i, -6, -7, i, ·, i
> Cc1ccc2oc(=O)c3cc(C(=O)Nc4cc(-c5cccc(F)c5)no4)sc3c2c1
  2, ·, i, i, i, ·, ·, -6, i, 2, i
> CCOC(=O)N1CCN(C(=O)CSc2ncnc3ccccc23)CC1
  1, -3, i, i, i, i, 8, -4, i, 1, i
> CCOC(=O)c1c(NC(=O)c2cccs2)sc(C)c1CC
  -1, -3, i, i, -7.5*, -9.8*, -7, -1, i, -4, i

Reformatted: 13 of the compounds above.
Structure,GSK3beta inhib,GSK3 alpha inh,PolyA inhibitor,RGS4 act,KCNK9 inh,KCNK3 inh,Dyrk1A ADPGlo,hERG protect,KCNQ1 pot,HDAC3 inhib,KCNQ1 inh
Cc1ccc(NC(=O)c2cc(NC(=O)c3ccco3)ccc2N2CCOCC2)cc1,2,0,i,i,i,i,5,-11,i,6,i
O=C(NCCc1ccccc1)c1oc2ccccc2c1COc1ccccc1,2,5,·,i,i,i,3,-14,i,-7,6*
CC(=O)NNC(=O)c1[nH]c2ccc(Cl)cc2c1-c1ccccc1,-2,6,i,i,i,i,·,-1,i,6,i
C#CCN(C(=O)c1cc(COc2cccc(C(F)(F)F)c2)on1)C1CCCCC1,2,-3,i,i,i,i,-3,-11,i,1,i
CC(C)(C)NC(=O)N1CCN(c2ncccc2C(F)(F)F)CC1,0,-1,i,i,i,i,0,-9,i,-7,i
O=S(=O)(NCCOc1ccccc1)c1ccc2ccccc2c1,0,-3,i,i,i,i,-6,-2,i,-6,i
c1ccc(CNc2ccccn2)cc1,3,-1,i,i,i,i,·,-2,i,2,i
CCN(CC(=O)Nc1c(F)cccc1F)C(=O)c1ccc(-n2cncn2)c([N+](=O)[O-])c1,0,1,i,i,i,i,-3,-9,i,-1,i
Cc1oc2cc3oc(=O)ccc3cc2c1C,-1,-1,i,i,i,i,5,1,i,1,i
CC(C)[C@H](NC(=O)CCCn1nnc2ccccc2c1=O)C(=O)O,0,-2,i,i,i,i,-6,-7,i,·,i
Cc1ccc2oc(=O)c3cc(C(=O)Nc4cc(-c5cccc(F)c5)no4)sc3c2c1,2,·,i,i,i,·,·,-6,i,2,i
CCOC(=O)N1CCN(C(=O)CSc2ncnc3ccccc23)CC1,1,-3,i,i,i,i,8,-4,i,1,i
CCOC(=O)c1c(NC(=O)c2cccs2)sc(C)c1CC,-1,-3,i,i,-7.5*,-9.8*,-7,-1,i,-4,i

These rows are one share of the data, so the mix of outcomes need not match the whole.
